# Assay outcomes as filed in PubChem BioAssay.
# mIAP block = mouse IAP inhibition; purified mouse IAP, CDP-Star luminescence, 30 min; inhibition, % at 10 µM; 330,000 tested, 0.2% active; AID 2806;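 active = inhibition of at least 40% at 10 µM in the primary screen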;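 also: plate controls were DMSO with enzyme for no effect and no enzyme wells for full effect; values of inactives mirror those of a sister screen read the other way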
# hIAP act = human IAP activation | P09923 | purified human IAP, CDP-Star luminescence, 30 min; hits give high values; 1 = vehicle-only enzyme, 0 = enzyme-free background | 330,000 tested, 0.16% active | activation factor at 10 µM;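 active = activation factor of the enzyme at least 2-fold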; also: the source names both 10 and 20 µM as test concentration; values of inactives mirror those of a sister screen read the other way
# tim10-1 inh = inhibits growth of tim10-1 mutant yeast | S. cerevisiae tim10-1 ts strain growth, BacTiter-Glo, 24 h | inhibition, % at 20 µM | AID 463190 | 330,000 tested, 2.2% active;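 active = inhibition of at least 40%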;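 also: mutant grown at 25 °C; 0% = DMSO wells with yeast and 100% = wells holding no yeast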
# hIAP inh = human IAP inhibition | P09923 | purified IAP, CDP-Star luminescence, 30 min | inhibition, % at 10 µM | 330,000 tested, 0.12% active | AID 2544;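 active = inhibition reaching a set limit with compound at 10 µM in the primary screen, cut at about 35% in these data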;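 also: plate controls were DMSO wells with enzyme for no effect and no-enzyme buffer wells for full effect; values of inactives mirror those of a sister screen read the other way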
# TIM10 inh = TIM10 yeast growth inhibition. S. cerevisiae TIM10 strain growth, BacTiter-Glo luminescence, 24 h. inhibition, % at 10 µM. 330,000 tested, 1.4% active. AID 463195;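 active = inhibition of 40% or more at the single tested concentration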;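 also: wild-type TIM10 isogenic control strain grown at permissive 25 °C; 0% = DMSO yeast wells and 100% = minimal medium wells without yeast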
# ATG4B inhibitor = ATG4B (human) cysteine protease inhibition; Q9Y4P1; ATG4B cleavage of LC3-PLA2, NBD-HPC fluorescence, 1 h; inhibition, % at 8.33 µM; 340,000 tested, 0.51% active; AID 504462; in the data active = inhibition above about 40%
# mIAP act = increases mouse intestinal alkaline phosphatase activity | muIAP, CDP-Star luminescence, 30 min; hits give high values; 1 = vehicle-only enzyme signal, 0 = enzyme-free wells | activation factor at 10 µM | 330,000 tested, 0.24% active | AID 2805;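 active = activation factor of at least 2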; also: the source names both 10 and 20 µM as test concentration; values of inactives mirror those of a sister screen read the other way
#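 System: mouse IAP enzyme. Reagent: CDP-Star chemiluminescent phosphatase substrate. Benchmarks: DMSO wells, no-enzyme wells. Times: 30 min enzyme-substrate-compound incubation at room temperature. Detection: luminescence from enzymatic CDP-Star hydrolysis. Doses: test compounds delivered from DMSO solution.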
# NALP3 yeast inh = NALP3 inhibition in yeast. Yeast reconstituted NLRP3/ASC/caspase-1, beta-gal luminescence, 24 h. inhibition, % at 10 µM. 330,000 tested, 0.39% active;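 active = inhibition of 50% or more; inactive = inhibition below 50%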;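 also: plate controls were induced DMSO wells for no effect and uninduced yeast grown without galactose for full effect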
# Apaf-1 inh = human Apaf-1 inhibition. O14727. reconstituted apoptosome caspase-3 activity, DEVD-Rh110 fluorescence. inhibition, % at 20 µM. 330,000 tested, 0.71% active. AID 489030; active = inhibition of at least 40% at 20 µM;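 also: plate controls were DMSO wells for no effect and DEVD-CHO caspase inhibitor wells for full effect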
# Target sequence (O14727 whole entry, looked up): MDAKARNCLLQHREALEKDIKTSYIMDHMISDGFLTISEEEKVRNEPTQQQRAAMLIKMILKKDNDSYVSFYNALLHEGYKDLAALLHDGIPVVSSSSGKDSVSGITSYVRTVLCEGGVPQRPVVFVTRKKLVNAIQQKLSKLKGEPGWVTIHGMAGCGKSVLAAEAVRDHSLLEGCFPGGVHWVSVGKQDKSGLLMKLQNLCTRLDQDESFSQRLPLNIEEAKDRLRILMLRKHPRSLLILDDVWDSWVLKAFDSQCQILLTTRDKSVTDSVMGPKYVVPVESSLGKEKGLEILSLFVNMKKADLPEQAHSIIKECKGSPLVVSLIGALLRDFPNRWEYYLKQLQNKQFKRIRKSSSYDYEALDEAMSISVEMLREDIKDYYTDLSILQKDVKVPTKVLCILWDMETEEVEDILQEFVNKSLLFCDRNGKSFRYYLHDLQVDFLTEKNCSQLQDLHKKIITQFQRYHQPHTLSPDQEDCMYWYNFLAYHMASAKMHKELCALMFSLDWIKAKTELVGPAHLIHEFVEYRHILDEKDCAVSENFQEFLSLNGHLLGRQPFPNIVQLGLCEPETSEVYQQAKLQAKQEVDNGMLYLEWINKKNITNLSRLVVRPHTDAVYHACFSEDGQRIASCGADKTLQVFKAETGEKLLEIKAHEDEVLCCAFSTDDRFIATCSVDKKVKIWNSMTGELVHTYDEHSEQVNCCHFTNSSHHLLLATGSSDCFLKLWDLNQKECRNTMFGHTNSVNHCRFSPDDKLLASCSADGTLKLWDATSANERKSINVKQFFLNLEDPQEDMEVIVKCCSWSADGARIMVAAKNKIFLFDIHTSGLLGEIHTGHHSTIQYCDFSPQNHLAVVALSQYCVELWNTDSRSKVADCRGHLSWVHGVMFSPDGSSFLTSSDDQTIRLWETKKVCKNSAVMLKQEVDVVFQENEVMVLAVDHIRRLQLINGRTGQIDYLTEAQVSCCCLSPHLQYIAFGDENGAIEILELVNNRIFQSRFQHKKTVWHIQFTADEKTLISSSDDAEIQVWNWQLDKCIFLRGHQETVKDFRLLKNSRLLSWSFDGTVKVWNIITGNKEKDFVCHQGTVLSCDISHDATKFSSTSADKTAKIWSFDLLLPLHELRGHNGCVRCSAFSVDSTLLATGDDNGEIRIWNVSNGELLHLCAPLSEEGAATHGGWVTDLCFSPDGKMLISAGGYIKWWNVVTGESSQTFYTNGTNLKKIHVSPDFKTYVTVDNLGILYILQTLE
#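 Material: reconstituted apoptosome with Apaf-1, cytochrome c, caspase-9, procaspase-3, dATP. Technique: Rh110 fluorescence intensity. Buffer or medium: pH 7.5 Hepes buffer with CHAPS, BSA, DTT. Times: 30 min plus 50 min, RT.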
# * marks the source's active call; other numbers are inactive results.
item	compound	mIAP block	hIAP act	tim10-1 inh	hIAP inh	TIM10 inh
1	COc1ccc(C(=O)NCc2ccccc2)cc1S(=O)(=O)N1CCCc2ccccc21	0.8	0.898	33.7	10.2	18.7
2	Cc1nn(CCCC(=O)NCc2ccc(Cl)cc2)c(C)c1[N+](=O)[O-]	5.5	1.02	-11.9	-1.9	-10.0
3	CC(C)Cc1n[nH]c(=O)c2c1nnn2Cc1ccccc1F	2.5	0.964	11.5	3.6	8.1
4	S=C(Nc1ccccc1)Nc1ccc(Cl)cc1Cl	2.5	0.942	18.7	5.8	25.9
5	Cn1c(N)c(C(=O)COC(=O)/C=C/c2ccc(OC(F)F)cc2)c(=O)n(C)c1=O	7.1	0.805	-5.0	19.5	-2.3
6	COCc1c(C(=O)OCC(=O)NCCN2C(=O)CSC2=O)oc2ccccc12	-4.1	1.32	3.6	-32.4	6.5
7	Cc1ccnc(NS(=O)(=O)c2ccc(NC(=O)CSc3nc(-c4ccccc4)cc(=O)[nH]3)cc2)n1	-8.1	0.934	-9.5	6.6	-34.5
8	COC(=O)CC1(c2cccc3ccccc23)C(=O)c2ccccc2C1=O	8.2	1.06	33.2	-5.6	10.3

item	ATG4B inhibitor	mIAP act	NALP3 yeast inh	Apaf-1 inh
1	-12.7	0.992	6.2	-4.5
2	14.7	0.945	16.3	8.4
3	4.5	0.975	13.2	2.5
4	-5.0	0.975	14.8	8.3
5	-11.4	0.929	11.4	4.7
6	32.1	1.04	8.4	-67.3
7	5.6	1.08	11.5	-1.4
8	-4.5	0.918	9.0	17.5

# Further results.
item	compound	mIAP block	hIAP act	tim10-1 inh	hIAP inh	TIM10 inh
9	COCCCNC(=O)c1ccccc1-c1cc(C)no1	7.1	0.999	2.7	0.1	6.4
10	COc1ccc(OC)c(C(=O)c2ccccn2)c1	3.8	1.21	7.7	-20.8	-1.8
11	COc1ccccc1N(Cc1ccccc1)S(=O)(=O)c1cccc(C(=O)NCC2CCCO2)c1 (centres undefined)	-14.3	1.09	16.2	-8.8	4.4
12	COc1ccccc1C(C)NS(=O)(=O)c1ccc(Cl)nc1 (centres undefined)	-0.6	1.02	1.0	-1.9	-1.8
13	Cc1cccc(NC(=O)C2CC(=O)N(c3ccccc3)C2)c1C (centres undefined)	6.6	1.03	-4.1	-2.8	2.6
14	Nc1ccc(-c2nc3ccc([N+](=O)[O-])cc3[nH]2)cc1	8.4	0.969	-31.6	3.1	-17.9
15	COCCNC(=O)c1ccc(CS(=O)(=O)c2c(Cl)cccc2Cl)o1	6.2	1.17	-10.4	-17.0	4.8
16	N#CC(C#SN)=C1CCCCC1	13.9	0.889	20.3	11.1	-6.2

item	ATG4B inhibitor	mIAP act	NALP3 yeast inh	Apaf-1 inh
9	-10.3	0.929	14.1	-22.3
10	-4.7	0.962	9.8	-6.3
11	-54.0	1.14	-2.8	12.8
12	-1.9	1.01	18.8	-3.7
13	7.2	0.934	15.3	-0.8
14	-1.2	0.916	6.0	0.6
15	-2.8	0.938	-2.6	-10.8
16	-8.0	0.861	7.6	0.2

# As a working copy, some entries already given:
item	compound	mIAP block	hIAP act	tim10-1 inh	hIAP inh	TIM10 inh
8	COC(=O)CC1(c2cccc3ccccc23)C(=O)c2ccccc2C1=O	8.2	1.06	33.2	-5.6	10.3
9	COCCCNC(=O)c1ccccc1-c1cc(C)no1	7.1	0.999	2.7	0.1	6.4
10	COc1ccc(OC)c(C(=O)c2ccccn2)c1	3.8	1.21	7.7	-20.8	-1.8
11	COc1ccccc1N(Cc1ccccc1)S(=O)(=O)c1cccc(C(=O)NCC2CCCO2)c1 (centres undefined)	-14.3	1.09	16.2	-8.8	4.4
12	COc1ccccc1C(C)NS(=O)(=O)c1ccc(Cl)nc1 (centres undefined)	-0.6	1.02	1.0	-1.9	-1.8
13	Cc1cccc(NC(=O)C2CC(=O)N(c3ccccc3)C2)c1C (centres undefined)	6.6	1.03	-4.1	-2.8	2.6
14	Nc1ccc(-c2nc3ccc([N+](=O)[O-])cc3[nH]2)cc1	8.4	0.969	-31.6	3.1	-17.9
15	COCCNC(=O)c1ccc(CS(=O)(=O)c2c(Cl)cccc2Cl)o1	6.2	1.17	-10.4	-17.0	4.8
16	N#CC(C#SN)=C1CCCCC1	13.9	0.889	20.3	11.1	-6.2

item	ATG4B inhibitor	mIAP act	NALP3 yeast inh	Apaf-1 inh
8	-4.5	0.918	9.0	17.5
9	-10.3	0.929	14.1	-22.3
10	-4.7	0.962	9.8	-6.3
11	-54.0	1.14	-2.8	12.8
12	-1.9	1.01	18.8	-3.7
13	7.2	0.934	15.3	-0.8
14	-1.2	0.916	6.0	0.6
15	-2.8	0.938	-2.6	-10.8
16	-8.0	0.861	7.6	0.2

# Next section:
item	compound	mIAP block	hIAP act	tim10-1 inh	hIAP inh	TIM10 inh
17	COc1ccc(C(C)C)cc1S(=O)(=O)N1CCN(c2ccccc2)CC1	-4.6	1.22	20.9	-22.1	15.9
18	CCc1ccc(NC(=S)N(Cc2ccc(Cl)cc2)Cc2ccc(C(=O)O)cc2)cc1	14.1	1.11	8.3	-10.8	6.4
19	O=C(NCCN1CCOCC1)c1cc(-c2cccc(Cl)c2)on1	-3.0	0.979	-27.5	2.1	-18.2
20	NC(=O)Cn1cc(/C=N\NS(=O)(=O)c2ccc(Cl)cc2)c2ccccc21	5.4	0.87	9.4	13.0	9.6
21	CC(C)c1csc(CN2CCN(Cc3ccc(F)cc3)C(CCO)C2)n1 (centres undefined)	6.0	1.03	9.2	-3.5	12.9
22	Cc1cccc(N2CCN(C(=S)NCc3ccco3)CC2)c1C	-0.3	1.03	55.1*	-3.0	19.6
23	CC(C)NC(=O)CN(C(=O)CCC(=O)Nc1nccs1)c1ccc(C(C)C)cc1	1.7	1.03	9.0	-3.5	2.6
24	O=S(=O)(NCc1nnc2c(C(F)(F)F)cc(Cl)cn12)c1ccccc1	-1.3	1.07	-11.9	-7.4	-2.8

item	ATG4B inhibitor	mIAP act	NALP3 yeast inh	Apaf-1 inh
17	2.0	1.05	37.0	14.8
18	-3.6	0.859	14.7	16.7
19	-0.3	1.03	-0.6	9.6
20	9.2	0.946	3.1	6.2
21	10.0	0.94	-1.0	0.8
22	45.9*	1	20.3	12.8
23	9.1	0.983	2.6	-2.4
24	-3.4	1.01	4.8	6.0

# Other entries
item	compound	mIAP block	hIAP act	tim10-1 inh	hIAP inh	TIM10 inh
25	CC(=O)OC(C(=O)Nc1ccccc1)C(C)S(=O)(=O)c1ccccc1 (centres undefined)	-3.1	0.978	30.1	2.2	-1.9
26	COc1ccc(O)c(/C=N/NC(=O)CCC(=O)Nc2ccc(F)cc2)c1	16.9	1.89	-20.3	-88.6	-14.5
27	O=C(CN1CCN(Cc2ccccc2)CC1)N/N=C\C=C/c1ccco1	8.0	1.04	11.9	-3.7	-1.1
28	Cc1ccc(S(=O)(=O)N(CC(=O)N2CCOCC2)c2ccccc2F)cc1	-2.1	0.92	4.8	8.0	4.5
29	O=C(Nc1ccc([N+](=O)[O-])cn1)c1cc(-c2cccc(Cl)c2)nc2ccccc12	11.4	0.983	-4.3	1.7	-6.6
30	CC(C)(C)c1nnc(SCC(=O)Nc2ccc(N3CCCCC3)cc2)n1N	9.0	0.887	16.0	11.3	3.7
31	CCOC(=O)N1CCN(CC(=O)Nc2ccc(C)c(Br)c2)CC1	-5.1	1.01	4.8	-0.9	1.0
32	O=C(CC1C(=O)NCCN1C(=O)Nc1ccc(F)cc1F)Nc1cc(Cl)ccc1Cl (centres undefined)	-1.7	1.14	1.2	-14.2	-0.4

item	ATG4B inhibitor	mIAP act	NALP3 yeast inh	Apaf-1 inh
25	-3.7	1.03	4.9	1.3
26	-2.4	0.831	1.3	7.1
27	2.0	0.92	16.0	6.0
28	-6.5	1.02	14.4	-7.4
29	-3.9	0.886	20.2	19.1
30	-36.8	0.91	4.7	4.3
31	-9.3	1.05	-9.5	-0.4
32	-9.8	1.02	24.3	-2.6

# Continuation.
item	compound	mIAP block	hIAP act	tim10-1 inh	hIAP inh	TIM10 inh
33	C=CCn1c(SCC(=O)NCC2CCCO2)nnc1C1CCCCC1 (centres undefined)	-4.7	1.09	8.3	-8.8	13.1
34	CCCCSc1nc2sc3c(c2c(=O)n1-c1ccc(OC)cc1)CCN(C)C3	1.3	1.07	16.0	-6.9	20.6
35	CCOc1ccc(/C=C/C(=O)N(C)CC(=O)Nc2cccc(F)c2)cc1OCC	0.8	1.04	12.2	-4.5	8.2
36	O=C(NS(=O)(=O)c1ccccc1)c1ccccc1	-2.2	1.03	8.0	-3.3	-0.8
37	CCOc1ccc2nc(NC(=O)CN3C(=O)C4CCCCC4C3=O)sc2c1 (centres undefined)	2.4	0.968	28.6	3.2	13.9
38	c1ccc(Cn2cc(CN3CCCO3)c(-c3ccc4c(c3)OCO4)n2)cc1	-9.1	0.986	3.4	1.4	-3.7
39	Clc1cccc(Cl)c1CON/C=N/c1ncnc2sccc12	-5.7	1.15	-4.6	-14.9	-19.8
40	COc1ccc(C(C(=O)NC2CCCCC2)N(C(=O)c2sc(C)nc2C)c2ccc(OC)cc2)cc1 (centres undefined)	5.1	0.909	19.3	9.1	20.6

item	ATG4B inhibitor	mIAP act	NALP3 yeast inh	Apaf-1 inh
33	-2.3	1.05	2.2	12.2
34	12.9	0.987	15.8	18.4
35	-2.8	0.992	5.5	6.7
36	-2.3	1.02	8.3	-13.0
37	-6.2	0.976	-2.0	6.3
38	-1.7	1.09	21.1	-13.9
39	0.6	1.06	13.6	18.0
40	-3.8	0.949	-2.2	8.7

# Carrying on.
item	compound	mIAP block	hIAP act	tim10-1 inh	hIAP inh	TIM10 inh
41	CC(=O)c1sc2nc(CSc3nncn3C)[nH]c(=O)c2c1C	2.4	0.937	7.2	6.3	7.5
42	Cn1nc(C(=O)NNC(=O)C(CCC(N)=O)NS(=O)(=O)c2ccc(Cl)cc2)c2ccccc2c1=O (centres undefined)	31.3	1.37	6.2	-36.7	4.3
43	Cc1ccc(C)c(-n2nnnc2SCC(=O)NNC(=O)c2ccco2)c1	8.1	1.4	-0.9	-39.6	10.4
44	O=C(CCc1nc2sc3c(c2c(=O)[nH]1)CCCC3)Nc1cccc(Cl)c1	2.6	1.08	-21.1	-7.8	0.4
45	COc1ccc(CNC(=O)Cn2nnc3ccccc3c2=O)cc1	-10.1	0.986	17.8	1.4	5.1
46	COC(=O)C1=CN(c2ccc(F)cc2)C=C(C(=O)OC)C1c1ccc(O)cc1	-13.1	1.07	1.8	-6.7	20.2
47	CC1CCN(CCCNC(=O)c2ccc(N3CCCC3=O)cc2)CC1	4.9	1.02	-13.1	-2.2	0.9
48	Cc1cc(CSc2ccccc2)ccc1NC(=O)COc1ccccc1C	5.9	0.899	12.1	10.1	11.9
49	COc1ccc(/C=c2\s/c(=C/C(=O)c3ccc(C)cc3)[nH]c2=O)c(OC)c1	20.6	1.12	17.9	-12.1	14.3

item	ATG4B inhibitor	mIAP act	NALP3 yeast inh	Apaf-1 inh
41	8.4	0.976	14.2	-25.8
42	-9.5	0.687	11.5	-6.5
43	-1.0	0.919	19.8	-11.5
44	-5.5	0.974	16.6	5.1
45	-4.3	1.1	-1.5	-0.3
46	-9.9	1.13	15.6	17.4
47	-5.7	0.951	3.0	-8.0
48	-11.5	0.941	0.6	2.5
49	-1.4	0.794	25.2	-3.6
